# TSHR antag: Antagonists of the Thyroid Stimulating Hormone Receptor: HTS campaign | Thyrotropin receptor (Homo sapiens), P16473 | activity change, negative = inhibition, % at 11.5 µM | AID 504810, 2011 | TSHR-expressing cells, TSH-stimulated cAMP HTRF, 2 h; hits give low values | actives 0.2% (n = 330,000);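 active means activity change below a set negative limit, meaning inhibition stronger than a set level, cut at about -70% in these data; inconclusive means activity change between two set negative limits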; further: on the % scale 0 is the no-effect control and ±100 the full control effect
#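 Competitive HTRF cAMP read-out (cryptate anti-cAMP antibody, cAMP-d2; 30 min, room temperature) in freshly harvested TSHR cells. Compounds added before TSH at EC80 (4nM final), followed by 2 hours' incubation at 37 deg C.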
# TCR act: Activators of T cell receptors: qHTS campaign | primary human leukocytes, anti-CD3, IL-2 HTRF, 48 h | Potency, µM (highest dose often 9.22 µM), for inactives: top-dose activation of IL-2 secretion, usual class: activators | 330,000 tested, under 10 active; further: % of control where 0% means no effect
#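 Primary human leukocytes receive a-CD3 beads and test compound and are incubated 48 hr. Secreted IL-2 is then assayed by HTRF, measuring 665nm acceptor emission after 320nm excitation of the europium donor.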
# Coupling enz: qHTS Assay for Inhibitors of Fructose-1,6-bisphosphate Aldolase from Giardia Lamblia: Coupling assay counterscreen | AID 2472, 2010 | activity change, negative = inhibition, % at 58.2 µM, hits read low | coupling enzyme system counterscreen, AmpLite Red fluorescence | actives 0.67% (n = 290,000); in the data active means activity change below about -30%; further: on the % scale 0 is the no-effect control and ±100 the full control effect
#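 First, compound is pin-transferred into glyceraldehyde-3-phosphate coupling-enzyme reagent at 57.5 uM final and held 10 min at RT. Next, substrate, coupling system and AmpLite Red are added. After 20 min RT, fluorescence (525/598 nm) is read.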
# GALK inhibitor: qHTS Assay for Inhibitors of Human Galactokinase (GALK); P51570; AID 1868, 2009; Potency, µM (highest dose often 57.5 µM), for the others: at the highest dose activity change, negative = inhibition, actives largely listed as inhibitors; actives 0.007% (n = 270,000); Purified GALK, Kinase-Glo residual ATP luminescence; further: potency means the concentration at half of the fitted maximal effect; on the % scale 0 is the no-effect control and ±100 the full control effect
# Target sequence (P51570 whole entry, looked up): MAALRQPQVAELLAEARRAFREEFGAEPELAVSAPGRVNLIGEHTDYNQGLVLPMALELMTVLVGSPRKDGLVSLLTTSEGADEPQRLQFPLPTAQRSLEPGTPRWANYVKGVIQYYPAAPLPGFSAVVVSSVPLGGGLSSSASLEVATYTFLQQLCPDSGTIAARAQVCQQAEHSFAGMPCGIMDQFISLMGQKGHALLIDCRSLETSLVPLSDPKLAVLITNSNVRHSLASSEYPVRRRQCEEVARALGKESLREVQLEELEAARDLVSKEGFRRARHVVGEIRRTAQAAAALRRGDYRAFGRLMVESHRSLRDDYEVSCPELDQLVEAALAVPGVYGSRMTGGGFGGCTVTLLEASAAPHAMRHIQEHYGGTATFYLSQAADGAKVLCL
#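 5 nM enzyme, 35 uM ATP, 100 uM galactose, 20 mM HEPES pH8.0, 5 mM MgCl2; 1 h RT; residual ATP by Kinase-Glo Plus luminescence, qHTS format.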
# A-T KAP1 phos: qHTS Assay for Identifying a Potential Treatment of Ataxia-Telangiectasia; Potency, µM (titrated, usually from 57.5 µM), without a hit: at the top dose activation, most hits filed as activators; […] A-T fibroblasts, KAP-1 phosphorylation AlphaLISA; neocarzinostatin DNA damage 30 min before lysis; AID 485349, 2010; actives 0.19% (n = 320,000); further: potency means the concentration at half of the fitted maximal effect; % of control where 0% means no effect; nearly all actives have a fitted effect of over 45% in size
#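 hTERT-immortalized A-T patient fibroblasts ([…]), 500 cells/well in OPTI-MEM, 1% FBS, got compounds for 60 min, then NCS for 30 min at 37C. Lysates were then assayed for phospho-KAP-1 by AlphaLISA (anti-pKAP1 donor, anti-KAP1 acceptor beads), 6 hr at 25C.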
# MLL CXXC-DNA inh: qHTS Fluorescence Polarization Assay for Inhibitors of MLL CXXC domain - DNA interaction; Histone-lysine N-methyltransferase 2A (Homo sapiens), Q03164; MLL-CXXC / FITC-HOXA9 DNA fluorescence polarization; Potency, µM (titrated, usually from 115 µM), for the others: top-dose activity change, negative = inhibition, most hits filed as inhibitors; actives 0.037% (n = 290,000); AID 2662, 2010; active means well fitted inhibition curve with a large enough effect in the polarisation, with a control signal flat, not every such curve was filed as active; inconclusive means small, poorly fitted or top-dose-only effect, or effect the other way, or a change in a side signal; inactive means no such curve, though single readings can be large or run the other way; the % refers to the polarisation; further: potency means the concentration at half of the fitted maximal effect
#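 Steps: dispense CXXC domain solution (7 uM) → pin compounds or unlabeled HOX-A9 DNA control → 5 min ambient → add FLSN-HOX-A9 solution (50 nM) → spin → 30 min ambient → fluorescence polarization. Tris pH 7.5/NaCl/DTT/BSA buffer.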
# hERG WT inh: qHTS for Inhibitors of KCHN2 3.1: Wildtype qHTS; U2OS, BacMam KCNH2, thallium flux FluxOr; hits give low values; activity change, % at 1.84 µM; actives 0.37% (n = 340,000); Voltage-gated inwardly rectifying potassium channel KCNH2 (Homo sapiens), Q12809;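 active means maximum activity change below -70%; inconclusive means maximum activity change between -70% and -50%; inactive means maximum activity change above -50%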; further: on the % scale 0 is the no-effect control and ±100 the full control effect
#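 U2OS cells transduced with wild-type KCNH2 virus are loaded with FluxOr dye for 45 min, and thallium flux is measured in kinetic reads before and after stimulation buffer. Rate constants are normalized to DMSO controls.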
# Giardia killer: Small Molecules that selectively kill Giardia lamblia: qHTS; Giardia lamblia trophozoite viability; activity change, % at 7.66 µM, hits read low; actives 0.15% (n = 340,000); in the data active means activity change below about -80%; inconclusive means between about -30% and that limit;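 further: parasites exposed to compound for two days anaerobically before the ATP read; on the % scale 0 is the no-effect control and ±100 the full control effect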
#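 Luminescence from cellular ATP indicates surviving trophozoites (100 cells/well) following 48 hrs anaerobic compound treatment at 37 deg C; signal develops 15-30 min at room temperature.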
# Tb PFK inh: qHTS Assay to Find Inhibitors of T. brucei phosphofructokinase; Potency, µM (series often up to 57.5 µM), for inactives: at the highest dose activity, negative = inhibition, usual class: inhibitors; actives 0.17% (n = 330,000); T. brucei PFK, ADP-Glo luminescence; AID 485367, 2010;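 further: potency means the concentration at half of the fitted maximal effect; 0% = uninhibited 1x PFK enzyme wells and -100% = no-enzyme wells; nearly all actives have a fitted effect of over 60% in size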
# Target sequence (O15648 whole entry, looked up): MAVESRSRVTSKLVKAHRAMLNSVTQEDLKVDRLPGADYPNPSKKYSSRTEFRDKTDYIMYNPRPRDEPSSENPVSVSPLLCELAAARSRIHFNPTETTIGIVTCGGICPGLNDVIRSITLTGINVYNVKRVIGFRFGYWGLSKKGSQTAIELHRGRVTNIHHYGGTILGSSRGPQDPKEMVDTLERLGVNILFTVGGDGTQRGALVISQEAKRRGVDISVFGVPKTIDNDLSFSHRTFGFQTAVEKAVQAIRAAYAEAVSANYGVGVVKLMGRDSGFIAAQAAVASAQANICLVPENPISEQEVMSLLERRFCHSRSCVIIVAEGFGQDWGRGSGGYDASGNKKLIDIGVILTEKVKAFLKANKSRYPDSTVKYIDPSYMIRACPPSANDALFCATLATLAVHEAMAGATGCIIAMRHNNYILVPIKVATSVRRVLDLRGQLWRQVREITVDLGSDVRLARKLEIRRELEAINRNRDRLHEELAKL
#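 Compounds were pin-transferred as a titration series up to 57 uM into substrate buffer (0.5 mM F6P, 0.1 mM ATP, pH 8.0), then 1.25 nM PFK was added and reactions ran 45 min before ADP-Glo detection.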
# Chronic BCR inh: qHTS Assay to Find Inhibitors of Chronic Active B-Cell Receptor Signaling | actives 0.05% (n = 340,000) | AID 493014, 2011 | Potency, µM (doses to about 46.1 µM), inactives show top-dose ratio change, negative = lower green/red ratio, hits mostly inhibitors | ABC-DLBCL IkBa-CBG/CBR reporter, luminescence ratio, 4 h; active means well fitted inhibition curve with a large enough effect in the signal ratio, with a control signal flat, not every such curve was filed as active; inconclusive means small, poorly fitted or top-dose-only effect, or effect the other way, or a change in a side signal; the % refers to the signal ratio;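 further: potency means the concentration at half of the fitted maximal effect; plate controls were basal doxycycline-induced cells for no effect and cells given 10 µM MG132 for full effect; MG132 reads +100%, hits lower the ratio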
#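 TMD8 ABC-DLBCL cells carrying doxycycline-inducible green luciferase fused to IkappaBalpha plus unfused red luciferase were exposed to compounds (up to 46 uM) for 4 hrs at 37C. Activity came from the overlap-corrected green/red luminescence ratio.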
# * hit, by the source's call; i = inactive; ? = inconclusive; . = not tested or not shown; [ ] = remark or other dose. Unless noted, the call rests on the fitted dose curve; in most records, active means well fitted curve in the direction sought with a large enough effect; inconclusive means small, poorly fitted or top-dose-only effect, or another doubt; inactive means no such curve, though single readings can be large; an effect the other way counts as inactive or inconclusive.
cpd	canonical_smiles	TSHR antag	TCR act	Coupling enz	GALK inhibitor	A-T KAP1 phos	MLL CXXC-DNA inh	hERG WT inh	Giardia killer	Tb PFK inh	Chronic BCR inh
1	O=C(Nc1ccc(S(=O)(=O)Nc2nccs2)cc1)/C(=C/c1ccccc1Cl)NC(=O)c1ccccc1	7	5%[46.1 µM]	0	0%	-3%	10%	10	-1	19%	5%
2	O=C(/C=C/c1ccccc1Cl)NCCCn1ccnc1	-2	.	5	-3%	18%	3%	-10	6	1%	1%
3	CC(=O)N1CCC(N2CCN(c3ccccc3F)CC2)CC1	-6	2%	-2	1%	0%	-3%	7	-12	1%	2%
4	Cc1cccc(C)c1NC(=O)CSc1nc2c([nH]1)c(=O)n(C)c(=O)n2C	-2	1%	2	0%	4%	-3%	-1	-1	1%	-4%
5	COCCC(=O)N1CCC(Oc2ccc(C(=O)N3C[C@@H]4CCC[C@H]3C4)cc2)CC1	4	-7%	2	8%	4%	-1%	-6	-6	-10%	2%
6	NS(=O)(=O)c1ccc(CCNC(=O)C2CCCN(S(=O)(=O)c3cccnc3)C2)cc1 (stereo not drawn)	-7	3%	-3	1%	14%	-5%	-8	5	3%	7%
7	CCn1cc([N+](=O)[O-])c(C(=O)Nc2ccn(Cc3ccccc3)n2)n1	-1	2%[46.1 µM]	5	2%	5%	4%	1	-14	1%	1%
8	O=C(NC(=S)Nc1ccc(S(=O)(=O)N2CCCCC2)cc1)c1ccccc1	-18	-5%	-3	-3%	1%	12%	-6	7	2%	-14%
9	CCCOC(=O)c1ccc(O)c(OC)c1	8	-1%	2	4%	0%	-5%	-1	-1	-2%	?
10	Cc1cccc(NC(=O)N2CCC(NC(=O)C3CCCCC3)CC2)c1	0	3%	1	-2%	-1%	8%	1	-8	2%	?
11	CC1CC(C)CN(S(=O)(=O)c2ccc(C(=O)N3CC(C)OC(C)C3)cc2)C1 (stereo not drawn)	-3	6%	.	-1%	14%	13%	-2	-7	-5%	0%
12	CN(CC(=O)Nc1ccc(Cl)cc1)C(=O)c1ccc(NS(=O)(=O)c2ccc3[nH]c(=O)[nH]c3c2)cc1	5	0%	.	.	2%	.	-2	2	-15%	1%
13	O=C(NC(Cc1ccccc1)C(=O)O)/C(=C/c1ccc([N+](=O)[O-])cc1)NC(=O)c1ccccc1Br (stereo not drawn)	-4	-9%	13	-2%	12%	-9%	21	8	-1%	-10%
14	CC(=O)c1ccc(NC(=O)Nc2ncn(Cc3cccc(C)c3)n2)cc1	-3	0%[46.1 µM]	1	3%	-1%	4%	3	-16	-9%	-6%
15	Cc1cc(SCC#N)n2nc(C)c(-c3ccccc3)c2n1	8	1%	-6	-3%	21%	1%	-18	-18	-2%	.
16	CCCCCC1C(=O)C[C@@H]2CCN3C(=O)CCC[C@H]1[C@H]23 (stereo partly drawn)	0	-2%[46.1 µM]	3	.	12%	.	-2	-3	7%	?
17	O=C(COC(=O)CCSc1ccc(Cl)cc1)NCc1ccc(Cl)cc1	13	-4%[46.1 µM]	4	-1%	.	-3%	i	0	3%	14%
18	COc1ccc(N(C(=O)c2snc(C(N)=O)c2N)C(C(=O)NC2CCCCC2)c2ccc(F)cc2)c(OC)c1 (stereo not drawn)	5	-4%	2	5%	2%	8%	1	1	-6%	0%
19	Cc1ccc(SCC(=O)NCC(C)C)cc1	4	-13%	1	0%	15%	-5%	-3	-9	4%	-5%
20	Cc1ccc(C)c(S(=O)(=O)NCc2ccc(C(=O)NCc3ccco3)cc2)c1	-9	1%[46.1 µM]	0	0%	-1%	-2%	29	8	-9%	12%
21	O=C(CCCSc1ccc(Cl)cc1)Nc1ccccc1O	-8	4%	-1	2%	2%	28%	1	1	?	?
22	Cc1cc(O)ccc1C1(c2ccc(O)cc2C)OC(=O)c2ccccc21	-2	-9%[46.1 µM]	8	-6%	.	-5%	5	2	2%	-16%
23	O=C(NC1CCCCCC1)c1ccc[nH]c1=S	-1	2%	-1	-2%	3%	1%	17	10	-17%	?
24	COc1cccc(/C=C2\SC(N)=NC2=O)c1OS(=O)(=O)c1ccccc1	-18	.	3	8%	-3%	4%	-11	12	1%	0%
25	Nc1cccc(CCc2ccncc2)c1	-5	9%	0	7%	-9%	-9%	-6	-9	-3%	-12%
26	Cc1cccc(-c2noc(CCC(=O)NCc3ccco3)n2)c1	5	.	8	1%	8%	7%	-3	0	-1%	?
27	CC(=O)Nc1ccc(N2C(C(C)=O)=NN(c3ccccc3)C2c2cccs2)cc1 (stereo not drawn)	-6	0%	-1	1%	0%	-2%	5	-5	5%	?
28	NC(=O)C1(N2CCCCC2)CCN(C(=O)c2cccs2)CC1	-10	8%	1	3%	4%	8%	1	3	2%	6%
29	O=C(CN1C2=NCCCN2c2ccccc21)c1cccs1	-11	-13%	0	2%	5%	11%	5	23	-9%	1%
30	CC1Cc2cc(/C(O)=C3/C(=O)C(=O)N(Cc4cccnc4)C3c3cccc(O)c3)ccc2O1 (stereo not drawn)	12	-7%	.	-3%	-6%	-4%	2	-8	-1%	?
31	CN(C)c1ccc(NC(=O)N2CCOCC2)cc1	-36	8%[46.1 µM]	-32*	3%	-1%	6%	3	-2	-17%	?
32	CCOC(=O)C1CCN(c2c(N3CCCC(C(=O)OCC)C3)c(=O)c2=O)CC1 (stereo not drawn)	-10	6%[46.1 µM]	2	-1%	-1%	11%	-8	-5	1%	2%
33	CCn1cc(/C=C/C(=O)Nc2c(C)nn(Cc3ccccc3)c2C)cn1	29	1%[46.1 µM]	-5	0%	4%	0%	-3	-2	-8%	-1%
34	O=C(Nc1cccnc1Cl)c1cc(-c2ccc(Br)cc2)on1	17	0%	-1	0%	-10%	1%	-6	9	3%	6%
35	COC(=O)c1cc(OC)nc2c1c(=O)n(C)c(=O)n2C	-2	3%[46.1 µM]	9	0%	12%	3%	-1	-24	-1%	0%
36	CCN(CC)CCNC(=O)C(Oc1ccccc1)Oc1ccccc1	-2	1%	5	4%	18%	-4%	11	16	5%	0%
37	COc1ccc(/C=C/C(=O)NC(CCSC)C(=O)O)cc1 (stereo not drawn)	-2	-5%	3	6%	-3%	11%	17	-5	5%	-1%
38	COc1cc(/C=N/NC(=O)c2ccc(Cl)cc2)ccc1OCC(=O)N1CC(C)OC(C)C1 (stereo not drawn)	-16	1%	3	3%	-2%	4%	-3	-2	-2%	?
39	CN(CC(=O)Nc1cccc(F)c1)C(=O)c1cc(=O)[nH]c2ccccc12	12	3%	.	.	-5%	.	-9	-6	-4%	-5%
40	CCCOc1ccc(N2CC(C(=O)Nc3ccccc3C(=O)NC)CC2=O)cc1 (stereo not drawn)	3	2%	5	1%	-5%	-1%	4	10	2%	12%

# Some entries already given, showing only TCR act and Chronic BCR inh:
no.	structure	TCR act	Chronic BCR inh
31	CN(C)c1ccc(NC(=O)N2CCOCC2)cc1	8%[46.1 µM]	?
32	CCOC(=O)C1CCN(c2c(N3CCCC(C(=O)OCC)C3)c(=O)c2=O)CC1 (stereo not drawn)	6%[46.1 µM]	2%
33	CCn1cc(/C=C/C(=O)Nc2c(C)nn(Cc3ccccc3)c2C)cn1	1%[46.1 µM]	-1%
34	O=C(Nc1cccnc1Cl)c1cc(-c2ccc(Br)cc2)on1	0%	6%
35	COC(=O)c1cc(OC)nc2c1c(=O)n(C)c(=O)n2C	3%[46.1 µM]	0%

# Along the list, quoted from above:
# Nos. 33–36 in Tb PFK inh read -8%, 3%, -1%, 5%
# Nos. 33–36 in Chronic BCR inh read -1%, 6%, 0%, 0%
# Nos. 33–36 in Coupling enz read -5, -1, 9, 5
